# FBA Mtb inh: Mtb FBA enzyme inhibitors, primary screen, biochemical, fluorescence, strain H37Rv | Fructose-bisphosphate aldolase (Mycobacterium tuberculosis (strain ATCC 25618 / H37Rv)), … | purified M. tuberculosis FBA, fluorescence read-out | inhibition, % at 1 µM | 360,000 tested, 2.3% active | AID 588726, 2011; in the data active means inhibition above about 27%;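 further: 0% = vehicle and 100% = reference inhibitor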
# PrPC surface inh: inhibitors of human cell surface prion protein PrPC, primary screen, cell-based, TR-FRET; inhibition, % at 13.8 µM; 370,000 tested, 0.43% active; Major prion protein (Homo sapiens), P04156; AID 720596, 2013; TR-FRET read-out; in the data active means inhibition above about 24%; further: 0% = median of the test wells and 100% = reference compound wells
# FadD28 binding: inhibitors of FadD28 bisubstrate probe binding, primary screen, biochemical, fluorescence polarization, single point; Mycobacterium tuberculosis FadD28 fatty-acid-AMP ligase; inhibition, % at 12.5 µM; 360,000 tested, 0.22% active; AID 588549, 2011; in the data active means inhibition above about 8.5%, passing the limit was not always enough; inconclusive means no clear call, values can overlap the other calls
# MazF activator: activators of E. coli MazEF toxin-antitoxin RNase, primary screen, biochemical, fluorescence, uHTS; FAM/BHQ RNA-DNA oligo cleavage fluorescence, 5 h; activation, % at 20 µM; 350,000 tested, 0.32% active; AID 504720, 2011; Endoribonuclease toxin MazF (Escherichia coli (strain K12)), P0AE70; in the data active means activation above about 50%
# Target sequence (P0AE70 whole entry, looked up): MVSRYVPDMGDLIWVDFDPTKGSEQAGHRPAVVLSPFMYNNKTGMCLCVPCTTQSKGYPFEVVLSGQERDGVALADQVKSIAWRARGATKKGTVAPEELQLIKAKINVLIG
# Rv3671c protease: Rv3671c serine protease inhibitors, primary screen, biochemical, fluorescence polarization, M. tuberculosis H37Rv; inhibition, % at 5.96 µM; P9WHR9; 320,000 tested, 0.048% active; in the data active means inhibition above about 38%;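 further: extracellular domain of Rv3671c used as enzyme; 0% = enzyme with DMSO and 100% = no enzyme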
# Target sequence (P9WHR9 whole entry, looked up, the tested form may be a part): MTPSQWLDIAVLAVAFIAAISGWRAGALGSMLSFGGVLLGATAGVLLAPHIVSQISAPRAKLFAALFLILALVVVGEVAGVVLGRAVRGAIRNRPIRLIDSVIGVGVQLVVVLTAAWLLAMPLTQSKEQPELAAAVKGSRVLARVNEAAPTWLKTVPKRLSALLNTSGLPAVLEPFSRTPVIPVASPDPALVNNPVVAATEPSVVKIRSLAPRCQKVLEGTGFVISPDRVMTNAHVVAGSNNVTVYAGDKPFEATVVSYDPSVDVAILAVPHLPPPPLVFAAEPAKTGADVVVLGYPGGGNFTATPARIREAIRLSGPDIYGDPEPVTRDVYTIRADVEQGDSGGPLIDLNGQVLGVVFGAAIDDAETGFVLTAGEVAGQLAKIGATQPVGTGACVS
# BioA inh: M. tuberculosis BioA enzyme inhibitors, primary screen, biochemical, plate reader, single point, HTS; 7,8-diaminopelargonic acid synthase BioA (Mycobacterium tuberculosis); purified M. tuberculosis BioA enzyme; inhibition, % at 9.99 µM; 360,000 tested, 0.096% active; AID 602481, 2012; in the data active means inhibition above about 40%; inconclusive means no clear call, values can overlap the other calls
# UGM FP inh: M. tuberculosis UGM enzyme inhibitors, primary screen, biochemical, fluorescence polarization, single point; 320,000 tested, 0.06% active; purified UGM, fluorescence polarization probe displacement; inhibition, % at 10 µM; AID 504406, 2011; in the data active means inhibition above about 10%, passing the limit was not always enough; inconclusive means no clear call, values can overlap the other calls
# Target sequence (P9WIQ1 whole entry, looked up): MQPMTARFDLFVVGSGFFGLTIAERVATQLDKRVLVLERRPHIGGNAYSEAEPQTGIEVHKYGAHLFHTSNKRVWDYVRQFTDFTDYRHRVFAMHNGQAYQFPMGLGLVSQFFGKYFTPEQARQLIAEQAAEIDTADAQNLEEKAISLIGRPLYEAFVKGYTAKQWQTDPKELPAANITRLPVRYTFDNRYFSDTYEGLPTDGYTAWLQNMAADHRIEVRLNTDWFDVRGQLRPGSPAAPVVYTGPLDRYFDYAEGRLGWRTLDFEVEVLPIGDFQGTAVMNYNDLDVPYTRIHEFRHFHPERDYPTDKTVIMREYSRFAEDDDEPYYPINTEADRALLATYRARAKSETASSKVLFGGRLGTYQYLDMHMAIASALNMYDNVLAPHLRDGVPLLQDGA
# GDH-TPI counter: GDH-TPI coupling enzyme inhibitors, primary screen, artefact control for M. tuberculosis FBA inhibitor project, biochemical, absorbance, full deck. 360,000 tested, 1.2% active. AID 588335, 2011. GDH-TPI coupled enzyme counterscreen, NADH absorbance. inhibition, % at 4.8 µM; in the data active means inhibition above about 30%;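 further: 0% = DMSO wells and 100% = wells lacking the enzyme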
# BoNT-F LC inh: BoNT/F light chain protease inhibitors, primary screen, biochemical, flow cytometry, MLPCN library; Botulinum neurotoxin type F light chain protease (Clostridium botulinum); Multiplex microsphere protease cleavage assay; inhibition, % at 10 µM; 360,000 tested, 0.22% active; AID 588497, 2011; in the data active means inhibition above about 35%, passing the limit was not always enough; inconclusive means no clear call, values can overlap the other calls; further: plate controls were buffer without enzyme for full effect and enzyme alone for no effect
# * hit, by the source's call; ? = inconclusive; . = not tested or not shown. Not a hit list; any-hit rate near 4.8%.
# The line under a structure holds: FBA Mtb inh, PrPC surface inh, FadD28 binding, MazF activator, Rv3671c protease, BioA inh, UGM FP inh, GDH-TPI counter, BoNT-F LC inh
Cc1ccc(C2=NN(C(=O)c3cccs3)C(c3ccccc3O)C2)cc1 (stereo unspecified)
→ 0, 9, -4.7, -12, 5, ., 0.6, -4, -8
COC(=O)[C@H](CC(C)C)NS(=O)(=O)N[C@@H](CC(C)C)C(=O)OC
→ 4, -5, 0.1, 1, 2, 1.4, -1.7, 2, -5
Cc1cccc(C)c1OCc1nnc(SCC(=O)Nc2cccc(C(=O)N3CCOCC3)c2)n1C
→ 3, -5, -0.1, 0, 8, ., -0.2, -4, -9
CCN(C1CCCCC1)S(=O)(=O)c1ccc(S(=O)(=O)NCCc2ccncc2)cc1
→ 0, 2, -6.0, -6, -6, -0.1, 3.9, -5, 0
COCCNc1nc2cc(-c3ccsc3)sc2c(=O)n1C
→ 7, -11, 1.8, ., ., 0.5, ., 18, 0
COc1cccc(CNC[C@H]2O[C@@H](n3ccc(N)nc3=O)[C@H](O)[C@@H]2O)c1OCc1ccc(F)cc1Cl
→ 3, -1, -0.9, -6, ., -0.1, ., 4, -6
CCN(CCNC(=O)Cn1cc2c(n1)CCCC2)c1ccccc1
→ 1, 0, -0.3, 3, 3, 0.9, 3.3, -2, -19
CCCc1ccc(S(=O)(=O)N/N=C\c2ccc3c(c2)OCO3)cc1
→ -1, 4, -3.3, 8, ., -0.6, 0.7, 4, -2
COc1ccc(NC(C)=O)cc1CNC(=O)CN1CCOCC1
→ 2, -2, -1.0, 5, -3, -0.8, -2.4, 10, 33
CN(/N=C/c1ccc(O)cc1O)c1ncc(C(F)(F)F)cc1Cl
→ 3, -2, -0.8, -14, 12, ., -4.1, 20, ?
O=C(C[C@H]1C/C=C\C[C@@H](Cc2ccc(F)cc2)C(=O)OC[C@@H](Cc2c[nH]c3ccccc23)NC1=O)NCCO
→ -1, 8, -2.0, 6, 2, 1.1, 1.4, 0, 1
O=C(Nc1ccc2c(c1)OCCO2)c1ccc(Cl)c(S(=O)(=O)N2CCOCC2)c1
→ 2, 7, 0.7, 2, -10, -0.5, -1.3, 17, -3
CSc1ccc(-c2nc(CN3CCCCC3c3cccnc3)c(C)o2)cc1 (stereo unspecified)
→ 5, 4, -2.5, -6, -19, ., 1.6, 4, -4
Cc1ccccc1SCc1noc(C(=O)NCC2CCCO2)c1C(=O)O (stereo unspecified)
→ 1, -6, -3.3, 8, 5, 0.2, 3.5, 3, -16
Cc1ccc(C)c(NC(=O)CSc2nnc(C3CCCCC3)o2)c1
→ -2, 6, -3.3, 3, 1, -0.4, 0.5, -5, -4
CC(C)(C)n1nc2c(c1NC(=O)c1cccc(C(F)(F)F)c1)CS(=O)C2 (stereo unspecified)
→ 1, -1, -0.5, 2, 0, -0.5, 0.6, -2, 1
c1ccc2c(c1)CCCc1cc(NCCN3CCOCC3)nnc1-2
→ -2, -6, -1.2, -1, 1, 0.5, 2.3, 12, -14
Clc1ccc(CSCCc2ccncc2)cc1
→ 0, 9, -7.0, 0, -2, ., -1.2, -12, 0
COc1ccccc1CC1CC(=O)N(c2ccc([N+](=O)[O-])cc2)C1=O (stereo unspecified)
→ 2, -2, -1.5, -2, ., 1.5, ., 14, -6
CC1Cc2nc(SCC(=O)Nc3ccc4c(c3)OCO4)n(-c3ccc(F)cc3)c(=O)c2S1 (stereo unspecified)
→ -1, -12, 0.1, 1, 3, 14, -0.6, 17, 3
C[C@H](O)[C@@H]1C(=O)N2CCc3c([nH]c4ccccc34)[C@@H]2C[C@@H]1N(C)Cc1ccc2c(c1)OCO2
→ 1, -9, -3.8, 3, ., 2.3, ., -5, -2
CCOc1ccccc1N1CCN(C(=O)Nc2ccc(F)c(Cl)c2)CC1
→ 0, -4, -5.3, 7, 4, 0.9, -2.3, -6, -3
COc1ccc(C(=O)n2cc(C(=O)c3cc(C)ccc3O)cn2)cc1
→ -1, -2, -2.4, -2, -1, -3.2, 1.8, -6, 0
O=C(c1ccc(Cl)c(S(=O)(=O)N2CCCC2)c1)N1CCCC(C(F)(F)F)C1 (stereo unspecified)
→ 1, -1, -0.6, -5, 1, 5.1, -2.5, 1, ?
Cc1cnc(C)c(Nc2nc(C(N)Cc3ccccc3)cs2)n1 (stereo unspecified)
→ 1, -9, -1.5, ., ., -3.0, ., 13, -19
CCc1nc(SCC(=O)O)c2c3c(sc2n1)COC(C)(C)C3
→ 4, 10, -1.5, 8, ., 1.0, 0.3, -2, 13
Cc1ccccc1NC(=O)Cc1c[nH]c2ccccc12
→ 4, -2, 1.5, 7, -1, 2.9, 4.4, -9, 24
Cc1cnc(=O)[nH]c1SCC(=O)c1ccc(F)cc1
→ -2, -8, -3.3, -3, 1, -0.5, 0.0, 25, 2
CCCCn1c(N)c(NCCC(C)C)c(=O)[nH]c1=O
→ 6, 6, -0.7, -8, -14, 0.4, -1.7, 2, -2
CC(O)(c1cccnc1)c1nc(-c2cc(F)cc(F)c2)cs1 (stereo unspecified)
→ -1, 6, -5.4, ., ., -0.4, ., -4, -2
Cc1ccc(OCC(=O)N/N=C/c2cccnc2)cc1
→ 2, -8, -1.6, 1, -8, 6.2, -0.6, -15, -1
COc1ccc(C(=O)NNC(=O)Cc2coc3cc(OC)ccc23)cc1
→ 2, 1, -1.2, -5, -6, -1.0, 0.0, 8, -6
COc1ccccc1NS(=O)(=O)c1ccc(N2CCOCC2)c(N)c1
→ -1, 1, -3.7, 2, -1, 2.8, -0.7, -5, -7
O=C1c2sccc2-c2cccc3cccc1c23
→ -4, -29, -0.5, -23, ., 1.5, ., 20, 20
COc1ccc(/C=N/NC(=O)c2nn(-c3ccc(C)c(C)c3)c(=O)c3ccccc23)cc1
→ 7, 6, -1.9, -14, -21, ., 5.3, 12, -2
COC(=O)Nc1ccc(S(=O)(=O)NCCO)cc1
→ 0, -3, 0.6, 2, 0, 0.5, -3.5, 3, -7
CCOc1cc(C(c2c(C)[nH][nH]c2=O)c2c(C)[nH][nH]c2=O)ccc1OCc1ccc([N+](=O)[O-])cc1
→ 4, -9, 0.2, -1, -11, 2.4, -1.5, 9, -6
Cc1nnc(SCCn2c(N(C)Cc3ccccc3)nc3c2c(=O)n(C)c(=O)n3C)s1
→ -1, 4, -0.3, -3, 1, 5.6, 2.6, 5, 9
O=c1nc(N2CCOCC2)ccn1Cc1ccc(Br)cc1
→ 3, -5, 0.4, 1, 5, 2.7, 0.8, 11, -5
CCCCNC(=O)C1(C)CCC(=O)N1c1cc(C(C)(C)C)nn1C (stereo unspecified)
→ 0, 0, -2.5, ., ., -3.1, ., ., 1
CCOC(=O)c1cc(OCC(=O)NC(C)C(C)C)cc(C(=O)OCC)c1 (stereo unspecified)
→ 0, 1, 1.0, -9, 7, -0.4, -2.5, 10, 7
CCOc1ccccc1NC(=O)N1CCC(c2nc3ccc(C)cc3[nH]2)CC1
→ 4, -7, -2.6, 4, 0, 1.9, 0.1, -9, -10
CCC(Cc1ccccc1)NC(=O)CCn1cccc1 (stereo unspecified)
→ 0, 0, -0.1, 8, -4, ., -0.7, -4, 1
COc1ccc(CNC(=O)C(=O)NCC2OCCN2S(=O)(=O)c2ccccc2)cc1 (stereo unspecified)
→ 3, -2, 0.6, -9, -19, -2.3, -0.9, -7, -2
CCOCCCNC(=O)C1CCN(Cc2cccc(OCc3ccccc3)c2)CC1
→ 2, -7, 2.3, 6, -14, 0.2, -0.5, 11, -18
Cn1c(C(=O)N2CCN(c3ccc([N+](=O)[O-])cc3)CC2)cc2c(=O)[nH]c3ccccc3c21
→ 1, -18, -1.6, -20, ., -0.1, ., 5, 0
CN(C)c1ccc(CNC(=O)C2(C)Cc3c(-c4ccc5c(c4)OCO5)ccnc3O2)cc1 (stereo unspecified)
→ 6, 6, 0.4, ., ., -2.0, ., 10, 2
COc1ccccc1C(=O)NC(=O)COC(=O)c1cc[n+]([O-])cc1
→ 2, -3, -1.7, 2, 3, 0.7, -0.8, -8, -3
O=C(COc1ccc([N+](=O)[O-])cc1)Nc1cccc2nsnc12
→ -1, 3, -2.5, -15, 3, -0.7, 0.4, 8, 2
COc1cccc2c1OC1(C)CC2N(C(=O)c2ccco2)C(=S)N1c1ccc(F)cc1 (stereo unspecified)
→ -14, -6, -2.5, 1, -13, -0.2, -2.8, -1, -1
COCCN(C(=O)COC(=O)CCOc1cc(C)ccc1C)c1c(N)n(Cc2ccccc2)c(=O)[nH]c1=O
→ -1, 2, -0.2, 2, ., 1.5, ., 6, 10
Cc1ccc(CN2C(=O)C(C)Sc3ccc(C#N)cc32)cc1 (stereo unspecified)
→ -3, 3, -4.7, ., ., -0.6, ., 7, -11
COc1cccc(CNC(=O)CCN2C(=S)NC(C)(C)CC2C)c1 (stereo unspecified)
→ 2, -7, 0.2, -1, 4, ., -1.4, -1, -7
COCCCNC(=S)NNC(=O)c1csc2ccccc12
→ -2, -1, -0.7, 1, 3, -0.6, 0.6, -2, -7
Nc1c(C(=O)N/N=C/c2ccc(F)cc2)oc2nc(-c3ccccc3)cc(-c3ccco3)c12
→ 3, 8, -3.0, -20, 5, ., 1.4, 11, .
COC(=O)c1ccc(Cn2c(C)c(C(=O)Nc3cccc(Oc4ccccc4)c3)sc2=O)o1
→ 0, -2, -3.2, ., ., -0.6, ., 2, -9
Cc1nn(-c2ccccc2)c(N)c1N=Nc1cccnc1
→ -2, -80, -0.5, 5, 3, ., -3.7, 23, -8
CCOC(=O)c1[nH]c2cc(OC)c(OC)cc2c1NC(=O)C(C)N1CCN(Cc2ccccc2)CC1 (stereo unspecified)
→ 47*, 1, 0.3, 7, 5, -0.7, 0.6, 14, -4
CCCC(=O)N(Cc1cc2ccccc2[nH]c1=O)c1ccccc1OC
→ 3, 0, 0.3, -3, 1, -0.7, -1.1, 6, 9
Cc1ccc(-c2nnc(NC(=O)c3ccc([N+](=O)[O-])o3)o2)c(C)c1
→ -1, 0, -3.5, -6, 15, -0.5, ., 16, -4

# Next section
# The line under a structure holds: FBA Mtb inh, PrPC surface inh, FadD28 binding, MazF activator, Rv3671c protease, BioA inh, UGM FP inh, GDH-TPI counter, BoNT-F LC inh
CC(=O)N1c2ccccc2Sc2ccccc21
→ -1, -1, -1.8, -4, ., -0.8, 3.1, 25, ?
CCC(C)c1c(NS(=O)(=O)c2ccc(C)cc2)o[nH]c1=O (stereo unspecified)
→ -1, 2, -3.0, 1, ., -0.6, ., -9, -4
CN(C)CC#CCOC(c1ccccc1)c1ccccc1
→ -2, -6, -3.4, -3, 5, 2.2, ., -10, 0
CN(CCCC(=O)N1CCCC(C(N)=O)C1)S(=O)(=O)c1ccc(F)cc1 (stereo unspecified)
→ -2, 0, -0.9, 0, -9, 0.1, -1.1, -3, -22
Cc1cc(NC(=O)CSc2nnc(COc3cccc(C)c3C)n2Cc2ccco2)no1
→ -2, 0, -0.8, 1, 0, ., 4.8, 1, 3
COc1cc(CCCN2CCNC[C@@H]2CC2CCCCC2)cc(OC)c1OC
→ 0, -4, -3.4, 10, -5, -0.6, 3.4, -11, -2
Nc1ccc2c(c1)C(O)c1ccc(Cl)cc1-2 (stereo unspecified)
→ 1, 0, -1.1, 15, ., -0.7, ., 16, 0
CCC(C)Sc1nnc(Cc2cc(=O)[nH]c(=O)[nH]2)n1-c1ccc(OC)cc1 (stereo unspecified)
→ -1, 5, -2.6, 2, -6, -1.3, 1.4, 5, -5

# Some of the entries so far, bar-delimited:
Compound | FBA Mtb inh | PrPC surface inh | FadD28 binding | MazF activator | Rv3671c protease | BioA inh | UGM FP inh | GDH-TPI counter | BoNT-F LC inh
CC(=O)N1c2ccccc2Sc2ccccc21 | -1 | -1 | -1.8 | -4 | . | -0.8 | 3.1 | 25 | ?
CCC(C)c1c(NS(=O)(=O)c2ccc(C)cc2)o[nH]c1=O (stereo unspecified) | -1 | 2 | -3.0 | 1 | . | -0.6 | . | -9 | -4
